APP transl inh: APP translation inhibition. SH-SY5Y APP 5'UTR-luciferase reporter, luminescence. inhibition, % at 2 µM. 190,000 tested, 0.82% active. AID 1285;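 active = inhibition above a set limit, derived from the sample mean plus 3 SD, cut at about 45% in these data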; also: values of inactives mirror those of a sister screen read the other way
STAT1 blocker: STAT1 signaling inhibition. NIH 3T3 STAT1-luciferase reporter, IFN-gamma, luminescence. inhibition, % at 5.5 µM. 200,000 tested, 0.35% active. AID 920;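 active = inhibition above a set limit, the mean inhibition across all tested compounds plus 3 SD, cut at about 34% in these data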;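 also: 0% = IFN-gamma with DMSO and 100% = IFN-gamma with 300 µM nifuroxazide; values of inactives mirror those of a sister screen read the other way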
FLuc inh counter: counter-screen for luciferase assay inhibitors: firefly luciferase inhibition | ATPLite firefly luciferase biochemical luminescence, 10 min | inhibition, % at 10 µM | 200,000 tested, 1.5% active;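 active = inhibition above about 50% when tested at 10 µM, limit read from the data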
Target sequence (P08659 whole entry, looked up): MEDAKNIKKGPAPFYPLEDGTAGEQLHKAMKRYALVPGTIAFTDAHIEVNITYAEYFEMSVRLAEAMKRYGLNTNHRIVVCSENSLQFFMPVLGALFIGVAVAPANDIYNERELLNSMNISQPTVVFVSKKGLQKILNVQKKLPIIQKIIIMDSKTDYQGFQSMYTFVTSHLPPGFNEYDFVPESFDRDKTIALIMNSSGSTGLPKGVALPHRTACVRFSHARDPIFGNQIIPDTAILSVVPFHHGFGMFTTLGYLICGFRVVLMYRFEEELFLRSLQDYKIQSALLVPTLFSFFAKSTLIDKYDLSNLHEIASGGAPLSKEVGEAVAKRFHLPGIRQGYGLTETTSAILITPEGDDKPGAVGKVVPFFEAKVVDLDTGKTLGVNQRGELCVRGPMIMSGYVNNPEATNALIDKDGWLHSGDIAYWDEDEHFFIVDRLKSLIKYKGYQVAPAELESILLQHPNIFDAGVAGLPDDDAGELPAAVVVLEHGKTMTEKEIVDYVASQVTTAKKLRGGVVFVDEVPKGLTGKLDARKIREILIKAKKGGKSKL
APP 5'UTR act: activates APP 5'UTR luciferase reporter | AID 1276 | 190,000 tested, 1% active | SH-SY5Y APP 5'UTR luciferase reporter, luminescence; zero percent = DMSO vehicle wells | activation, % at 2 µM;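 active = activation above a set limit, based on mean plus 3 SD of controls, cut at about 140% in these data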; also: values of inactives mirror those of a sister screen read the other way
STAT3 inh: inhibitors of IL-6 induced STAT3 signaling | U3A cells, IL-6 STAT3-luciferase reporter, luminescence; host cell line lacks STAT1 | inhibition, % at 5.5 µM | 190,000 tested, 0.89% active | AID 862;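 active = inhibition above the mean inhibition across all screened compounds plus 3 SD, cut at about 44% in these data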;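 also: 0% = DMSO only wells and 100% = 100 µM nifuroxazide control wells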
FLuc stim CS: affects firefly luciferase, flagging false hits in luciferase stimulation screens. ATPlite luciferase biochemical, luminescence, 10 min; 0 = ATP-free wells, 1 = DMSO control. 200,000 tested, under 10 active. P08659. activation factor at 10 µM;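 active = luciferase activation factor, scaled between plate controls, of at least 2 with compound at 10 µM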
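Assay system: Luciferase/luciferin detection reagent, cell-free biochemical luciferase assay / Read-out: luciferase activation / Benchmarks: No-ATP low control, compound-free enzyme-plus-ATP high control / Medium: PBS buffer for ATP / Detection: luminescence measurement of luciferase light output / Schedule: 10 min at ambient temperature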
STAT1 act: increases IFN-gamma driven STAT1 reporter signal | AID 932 | 200,000 tested, 2.6% active | activation (% of control), % at 5.5 µM | NIH 3T3 STAT1-luciferase reporter, luminescence; 100% = IFN-gamma alone, no compound;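 active = activation above the screen-wide mean activation plus 3 SD, cut at about 130% in these data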;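 also: raw ratio to IFN-gamma control signal so 100% means no change and 0% no light; values of inactives mirror those of a sister screen read the other way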
STAT3 act: increases IL-6 driven STAT3 reporter signal; U3A cells, IL-6 STAT3-luciferase reporter, luminescence; 100% = signal with IL-6 EC80 alone; activation (% of control), % at 5.6 µM; 190,000 tested, 0.91% active; AID 871;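 active = activation above the screen-wide mean of compound activation plus 3 SD, cut at about 130% in these data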;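 also: 0% = background luminescence of wells with medium and substrate only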
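Test system: Human STAT1-deficient U3A cells with stable STAT3-luciferase reporter | Also added: Interleukin-6, 33 ng/mL | Timing: Compound pre-incubation 1 h before IL-6, then 6 h stimulation at 37 °C | Technique: Luciferase reporter luminescence | Read-out: Percent of IL-6-only median luminescence | Benchmarks: IL-6-only wells as 100% reference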
NF-kB expr up: NF-kB expression increase, human neuronal cells; NF-kB reporter expression; hits give high values; fold change at 12.5 µM; 190,000 tested, 1.6% active; in the data active = fold change above about 3.3
ROMK primary: human ROMK K+ channel modulation, primary screen. P48048. Tet-inducible ROMK, thallium flux fluorescence; actives lie on both sides. B-score at 10 µM. 130,000 tested, 2% active. AID 1918;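 active = signal ratio slope over the read window, or its plate-corrected B-score, at least 3 SD from the plate mean, either direction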;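 also: B-score of the F/F0 ratio slope over 7 to 12 s after thallium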
Target sequence (P48048 whole entry, looked up): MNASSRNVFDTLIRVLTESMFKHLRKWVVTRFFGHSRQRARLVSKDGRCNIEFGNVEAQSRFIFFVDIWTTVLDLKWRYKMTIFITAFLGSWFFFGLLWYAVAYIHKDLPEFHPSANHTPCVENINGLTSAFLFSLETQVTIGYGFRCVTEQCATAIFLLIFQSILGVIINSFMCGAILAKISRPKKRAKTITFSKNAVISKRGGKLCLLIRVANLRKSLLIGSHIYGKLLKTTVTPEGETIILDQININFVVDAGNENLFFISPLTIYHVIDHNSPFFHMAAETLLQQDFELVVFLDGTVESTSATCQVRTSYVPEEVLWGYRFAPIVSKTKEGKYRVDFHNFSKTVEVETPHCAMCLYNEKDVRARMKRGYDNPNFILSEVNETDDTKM
Numbers without * were called inactive; nt = not tested or not shown.

SMILES	FLuc inh counter	NF-kB expr up	STAT3 act	FLuc stim CS	ROMK primary	APP transl inh	STAT1 act	APP 5'UTR act	STAT3 inh	STAT1 blocker
Cc1nnc(C)n1/N=C/c1cccn1C	-7.9	1.23	102.0	1.1	-0.0684	-3.3	101.6	3.3	0.9	1.2
CCCNC(=O)Cn1cnc2sc(C(=O)NCCN(CC)CC)c(C)c2c1=O	-9.6	1	101.8	1.1	0.654	20.6	92.3	-20.6	0.9	8.4
O=C1c2ccccc2C(=O)N1CCCCCc1nc(-c2ccccc2)no1	-1.4	1.05	93.4	1	nt	-5.9	93.2	5.9	13.2	7.5
COC(=O)CNC(c1ccccc1)c1cc(C)ccc1NC(=O)CNC(=O)OCc1ccccc1 (stereo unspecified)	-9.5	0.68	95.5	1.1	-1.3	4.8	101.9	-4.8	10.9	-2.0
CC(=O)OCC1=C(C(=O)O)N2C(=O)C(NC(=O)c3ccc(COc4ccc(Cl)cc4)o3)C2SC1 (stereo unspecified)	-4.2	nt	106.2	1	0.933	-6.4	99.5	6.4	-0.7	0.9
CC(c1ccccc1)N1CCN(C(=O)CCl)CC1 (stereo unspecified)	-6.4	1.26	94.7	1.1	-0.133	-3.4	84.8	3.4	13.7	15.2
Cc1cccc(-c2noc(-c3ccccc3C(=O)NCC3CCCO3)n2)c1 (stereo unspecified)	14.8	1.03	101.5	0.9	-0.545	-19.2	103.9	19.2	2.6	-4.3
Cc1ccc2c(c1)c1nc3ccccc3nc1n2CCN1CCOCC1	-2.8	0.69	132.3	1	-0.391	-2.6	104.9	2.6	-34.2	-3.8
COCCn1c(=NC(=O)/C=C/c2ccccc2)sc2cc(NC(C)=O)ccc21	-3.9	0.64	102.7	1	nt	3.1	101.8	-3.1	-3.7	-2.0
O=C(NC1CC2CCCC(C1)N2C(=O)NC1CCCCC1)c1ccccc1 (stereo unspecified)	-7.6	0.96	99.7	1.1	-0.163	-2.3	98.1	2.3	6.8	2.1
CC(=O)N(C)C1=C(O)c2ccccc2C(=O)C1=O	-4.0	0.99	105.1	1	0.0245	15.4	106.0	-15.3	1.8	-6.7
COc1ccccc1C(=O)N(Cc1nc(-c2ccc(Cl)cc2)no1)C(C)C	-4.0	0.93	106.3	1	nt	-1.7	102.2	1.7	1.7	-2.5
CCO[C@H]1OC(C(=O)NCc2nc3ccccc3[nH]2)=C[C@@H](C2CCCCC2)[C@@H]1CCCO	-5.4	0.85	nt	1.1	nt	-5.7	108.4	5.7	nt	-7.4
Cc1onc(-c2ccccc2Cl)c1C(=O)N1CCOC12CCN(c1cccc(F)n1)CC2	-1.7	1.33	99.2	1	0.0251	-12.1	101.4	12.1	5.6	-4.9
CC(CN1CCOCC1)(NS(=O)(=O)c1ccccc1)c1ccccc1 (stereo unspecified)	-3.2	1.45	97.8	1	nt	18.0	90.7	-18.0	8.3	10.2
CN(C)S(=O)(=O)c1cccc(NC(=S)NCc2ccco2)c1	1.9	1.21	89.5	1	-0.166	-18.1	92.3	18.1	12.9	8.3
COc1ccccc1CNC(=O)CSc1nc(N)c(C#N)c(-c2cccs2)c1C#N	0.2	1.06	81.5	1	nt	22.1	90.7	-22.1	25.4	10.5
Cc1ccc(C(=O)N2C(=S)C(c3ccc(F)cc3)=NC23CCN(C)CC3)cc1	-5.7	1.09	102.6	1.1	nt	17.8	105.1	-17.8	-8.3	-5.5
O=C1CN(C(=O)c2cc3ccccc3o2)c2ccccc2N1	0.2	1.29	95.9	1	1.93	-7.8	110.3	7.8	7.1	-11.5
O=c1[nH]c2ccc(Br)cc2c(-c2ccccc2)c1N1CCOCC1	-6.9	1.2	78.1	1.1	nt	-1.5	101.7	1.5	31.4	-1.9
CCSc1nnc(NC(=O)C2CC2c2ccccc2)s1 (stereo unspecified)	-4.2	1.37	95.3	1	nt	-18.9	94.0	18.9	7.7	6.7
COc1nc(NCCC2=CCCCC2)nc(OC)n1	-2.6	1.19	98.0	1	nt	-17.1	93.4	17.1	5.8	7.2
COC(=O)c1sc(NC(=O)c2cc3c(s2)CCCC3)nc1C	29.1	5.7*	85.1	0.7	nt	-89.3	155.0*	89.3	20.8	-59.4
CCN(CC)C(=O)Cn1nnc(-c2ccc(C)o2)n1	-6.5	1.23	108.0	1.1	nt	5.3	100.3	-5.2	0.9	-0.3
CCOc1ccc(-c2nnc(Nc3ccc(OC)c(C(=O)N4CCCCC4)c3)c3ccccc23)cc1	0.3	0.63	96.6	1	nt	6.5	103.4	-6.5	-1.0	-3.8
COc1ccc(Cl)cc1N1C(=O)/C(=C\c2sccc2C)N=C1SCC(=O)NC1CC1	-10.9	0.95	106.7	1.1	-0.648	nt	100.0	nt	-9.9	0.0
CSC(=CC(=O)c1ccccc1)SC	4.6	1.1	85.0	1	nt	-7.8	111.8	7.8	23.8	-13.2
CCc1cc2c(=O)n(Cc3ccccc3)c(SC3CCOC3=O)nc2s1 (stereo unspecified)	-1.5	0.96	98.6	1	-0.827	-2.7	83.2	2.7	5.9	17.1
O=C(NC(NC(=S)N1CCOCC1)C(Cl)(Cl)Cl)c1cccc2ccccc12 (stereo unspecified)	-8.7	1.04	102.2	1.1	-1.99	1.4	94.4	-1.4	-1.7	6.2
O=C(O)C1CCCCC1C(=O)N1CCCC1 (stereo unspecified)	-9.6	1.19	95.8	1.1	0.0371	-19.0	105.2	19.0	8.2	-7.8

A draw from above in order of count of non-hydrogen atoms, ascending.
SMILES	FLuc inh counter	NF-kB expr up	STAT3 act	FLuc stim CS	ROMK primary	APP transl inh	STAT1 act	APP 5'UTR act	STAT3 inh	STAT1 blocker
COc1nc(NCCC2=CCCCC2)nc(OC)n1	-2.6	1.19	98.0	1	nt	-17.1	93.4	17.1	5.8	7.2
COC(=O)c1sc(NC(=O)c2cc3c(s2)CCCC3)nc1C	29.1	5.7*	85.1	0.7	nt	-89.3	155.0*	89.3	20.8	-59.4
O=C(NC(NC(=S)N1CCOCC1)C(Cl)(Cl)Cl)c1cccc2ccccc12 (stereo unspecified)	-8.7	1.04	102.2	1.1	-1.99	1.4	94.4	-1.4	-1.7	6.2

Next records follow:
SMILES	FLuc inh counter	NF-kB expr up	STAT3 act	FLuc stim CS	ROMK primary	APP transl inh	STAT1 act	APP 5'UTR act	STAT3 inh	STAT1 blocker
Cc1ccc(NC(=O)/C(=C\c2ccc3c(c2)OCO3)NC(=O)c2ccco2)cc1	-2.6	1.27	98.7	1	nt	4.7	100.7	-4.7	6.5	-0.8
CSc1ccccc1NC(=O)N1CCCC(C(=O)c2ccc3c(c2)OCO3)C1 (stereo unspecified)	-5.7	1.36	97.9	1.1	-0.922	-7.5	91.7	7.5	6.7	7.6
O=C(COC(=O)c1cccc(S(=O)(=O)N2CCc3ccccc3C2)c1)NCc1ccco1	-3.0	1.94	102.7	1	nt	-17.7	99.8	17.7	3.4	1.5
Cc1onc(-c2ccccc2)c1C(=O)N/N=C/c1c[nH]c2ccccc12	-1.0	0.94	95.5	1	-0.0148	-0.7	90.4	0.7	7.5	10.7
CCOC(=O)c1sc(NC(=O)CC)c(C#N)c1C	-5.0	1.03	97.2	1.1	-0.29	4.7	100.4	-4.7	10.7	-0.8
Cc1ccc(O)c(NC(=O)c2noc(C(C)C)c2[N+](=O)[O-])c1	42.7	2.69	100.5	0.6	nt	-21.7	107.1	21.7	1.8	-9.4
CCOC(=O)CSc1ccc(-c2nc3ccccc3[nH]2)cn1	21.5	0.92	92.4	0.8	nt	-17.6	109.6	17.6	10.7	-10.4
CCN(CC)C(=O)N1CCC(NC(=O)c2ccc(C(C)(C)C)cc2)CC1	-4.0	0.78	97.1	1	0.443	0.2	89.2	-0.2	5.3	11.8
O=C(CSc1nnc2ccccn12)NNC(=O)c1ccc(Cl)cc1	0.3	1.24	93.9	1	-0.384	-7.5	88.8	7.5	8.9	11.0
O=c1c2cnn(-c3ccccc3)c2ncn1Cc1ccccn1	1.0	1.58	104.0	1	0.305	4.5	102.7	-4.5	-2.0	-3.0
O=C(N/N=C/c1c(O)n(Cc2ccccc2)c(=O)c2ccccc12)c1cccnc1	2.6	1.04	99.4	1	-4.45*	-24.3	82.1	24.3	8.5	18.2
CCN(CC)S(=O)(=O)c1ccc(-c2nnc(SC)o2)cc1	-0.6	1.58	97.2	1	0.0822	-26.9	106.9	26.9	9.9	-7.5
Clc1ccc(-c2cc(CSc3ccccc3)on2)cc1	4.3	6.18*	99.3	1	nt	nt	135.9*	nt	6.7	-39.9
Cc1ccc(NC(=O)c2sccc2-n2cccc2)c(C)c1	-4.2	1.32	88.1	1	1	-11.2	97.9	11.2	18.3	2.3
Cc1cnc(NC(=O)CSc2nnc(C)n2N)s1	-6.4	1.22	102.0	1.1	0.0327	-11.3	106.2	11.3	1.6	-7.0
CC(Nc1cccc(F)c1)C(=O)Nc1ccc(S(N)(=O)=O)cc1 (stereo unspecified)	-7.6	1.08	101.3	1.1	-0.153	-25.1	97.7	25.1	2.4	2.1
C/C(=C\C(=O)c1ccc(Cl)s1)N(C)C	3.0	0.96	93.1	1	-0.512	-0.6	109.1	0.6	13.0	-13.0
CCN(CC)c1ccc(S(=O)(=O)N2CCOCC2)cc1NC(=O)CN1CCc2ccccc2C1	-0.6	0.39	113.5	1	0.129	-1.5	79.5	1.5	-3.5	20.7
CCSc1nnc(NC(=O)c2csc(C)c2)s1	2.4	1.67	89.9	1	nt	-8.8	124.0	8.8	15.1	-26.1
O=C(Nc1ccc(N2CCOCC2)cc1)C1CC(=O)N(c2ccc(F)cc2)C1 (stereo unspecified)	-3.5	1.27	108.4	1	0.168	-4.2	107.1	4.2	-7.4	-9.7
CCC1(C)Cc2[nH]c(=O)c(C#N)cc2CO1 (stereo unspecified)	-7.9	1.13	96.2	1.1	0.59	-1.8	104.3	1.8	15.2	-5.6
O=C(c1cccc(F)c1)N1CCN=C1SCc1cccnc1	-5.1	1.02	102.7	1.1	nt	-18.7	88.6	18.7	5.5	12.6
CC(C)(C)[C@H]1C=C(C(=O)Nc2ccccc2)O[C@@H](OCc2ccc(CO)cc2)C1	-6.7	0.63	nt	1.1	nt	-11.4	109.9	11.4	nt	-9.1
Cc1ccc2cc(CCNS(=O)(=O)c3ccc(F)cc3)c(=O)[nH]c2c1	-1.1	0.81	98.9	1	nt	-5.4	99.3	5.4	0.5	-2.1
NNC(=O)c1ccc(COc2ccc3c(c2)CCC3)o1	-1.2	1.31	118.6	1	nt	-14.1	126.8	14.1	-14.8	-29.6
Cc1cc(C)nc(N2CCC(C(=O)NCCc3ccc(Cl)cc3)CC2)n1	-10.8	1.05	96.8	1.1	0.484	18.6	98.8	-18.6	12.6	1.5
COc1ccc(C2Nc3ccccc3C(=O)N2Cc2ccco2)cc1COc1ccc(F)cc1 (stereo unspecified)	-1.1	0.88	98.0	1	-0.52	-8.0	100.9	8.0	5.6	3.7

From PubChem BioAssay
